RGS4 inhibitor: Inhibitors of Regulator of G Protein Signaling (RGS) 4: qHTS | Regulator of G-protein signaling 4 (Homo sapiens), P49798 | Transcreener GDP fluorescence polarization, RGS4-accelerated GTP hydrolysis | Potency, µM (series often up to 114 µM), without a hit: at the highest dose activity change, negative = inhibition, hits mostly inhibitors | 0.039% of 390,000 active; further: on the % scale 0 is the no-effect control and ±100 the full control effect; nearly all actives have a fitted effect of over 75% in size; some results filed as inactive show a strong effect at the top dose
Target sequence (P49798 whole entry, looked up): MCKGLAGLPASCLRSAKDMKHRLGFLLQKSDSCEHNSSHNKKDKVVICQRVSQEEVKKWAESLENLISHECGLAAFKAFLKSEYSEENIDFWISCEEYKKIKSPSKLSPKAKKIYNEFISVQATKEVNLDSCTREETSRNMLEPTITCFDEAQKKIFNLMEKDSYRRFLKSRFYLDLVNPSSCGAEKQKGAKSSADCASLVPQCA
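MLSMR compounds (23 nl, pin-transferred) preincubated 10 min at room temperature with a 500nM (2x) first reagent, then RGS4 at 900nM (2x) plus Transcreener GDP mix added; fluorescence polarization (620/688 nm) read before and after 90 min at 30 °C.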
JMJD2A Tudor: qHTS Assay for Inhibitors of JMJD2A-Tudor Domain. Lysine-specific demethylase 4A (Homo sapiens), O75164. AlphaScreen JMJD2A-Tudor / H3K4me3 peptide binding. Potency, µM (highest dose often 114 µM), without a hit: at the highest dose activity change, negative = inhibition, actives largely listed as inhibitors. 4.4% of 390,000 active; further: on the % scale 0 is the no-effect control and ±100 the full control effect; nearly all actives have a fitted effect of over 50% in size
12-LOX inh: Primary qHTS assay for inhibitors of human arachidonate 12S-lipoxygenase (ALOX12): Round 2; Polyunsaturated fatty acid lipoxygenase ALOX12 (Homo sapiens), P18054; AID 1671190, 2021; Potency, µM (doses to about 108 µM), for inactives: at the highest dose activity change, negative = inhibition, hits mostly inhibitors; purified 12hLO, xylenol orange hydroperoxide absorbance; 1.1% of 580,000 active; further: on the % scale 0 is the no-effect control and ±100 the full control effect
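Purified human 12hLO at 150 nM in 25 mM Hepes, 0.01% Triton X-100, pH 7.0, preincubated 15 min at room temperature with compound. Reaction started with 40 uM arachidonic acid, 30 min at room temperature. Hydroperoxide measured by Fe-xylenol orange, 573/405 nm absorbance ratio.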
HP1b binding inh: HTS for Inhibitors of HP1-beta Chromodomain Interactions with Methylated Histone Tails; Chromobox protein homolog 1 (Homo sapiens), P83916; AlphaScreen HP1-beta / biotin-H3K9me3 peptide binding; Potency, µM (top dose mostly 114 µM), inactives show top-dose activity change, negative = inhibition, most hits filed as inhibitors; 0.56% of 390,000 active; further: nearly all actives have a fitted effect of over 70% in size; inactives centre near 23
Target sequence (P83916 whole entry, looked up): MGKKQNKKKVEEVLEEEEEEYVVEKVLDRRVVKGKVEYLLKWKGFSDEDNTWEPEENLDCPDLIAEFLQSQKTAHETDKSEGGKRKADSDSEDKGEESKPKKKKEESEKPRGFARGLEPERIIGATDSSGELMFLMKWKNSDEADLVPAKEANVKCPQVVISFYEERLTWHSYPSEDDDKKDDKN
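HP1-beta protein (50 nM final) preincubated 30 min at room temperature with biotinylated H3(1-18)K9me3 peptide (50 nM) in PBS pH 7.4, 0.01% Tween-20, then compound added for 30 min. AlphaScreen streptavidin donor/nickel chelate acceptor beads (10 ug/mL final), 30 min dark, luminescence read.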
PGK inhibitor: qHTS Assay to Find Inhibitors of Phosphoglycerate Kinase; Phosphoglycerate kinase, glycosomal (Trypanosoma brucei brucei), P07378; PGK/GAPDH coupled, Kinase-Glo luminescence, 60 min; Potency, µM (top dose mostly 57.5 µM), inactives show top-dose activity change, negative = inhibition, usual class: inhibitors; 0.043% of 380,000 active; further: on the % scale 0 is the no-effect control and ±100 the full control effect; nearly all actives have a fitted effect of over 60% in size
Target sequence (P07378 whole entry, looked up): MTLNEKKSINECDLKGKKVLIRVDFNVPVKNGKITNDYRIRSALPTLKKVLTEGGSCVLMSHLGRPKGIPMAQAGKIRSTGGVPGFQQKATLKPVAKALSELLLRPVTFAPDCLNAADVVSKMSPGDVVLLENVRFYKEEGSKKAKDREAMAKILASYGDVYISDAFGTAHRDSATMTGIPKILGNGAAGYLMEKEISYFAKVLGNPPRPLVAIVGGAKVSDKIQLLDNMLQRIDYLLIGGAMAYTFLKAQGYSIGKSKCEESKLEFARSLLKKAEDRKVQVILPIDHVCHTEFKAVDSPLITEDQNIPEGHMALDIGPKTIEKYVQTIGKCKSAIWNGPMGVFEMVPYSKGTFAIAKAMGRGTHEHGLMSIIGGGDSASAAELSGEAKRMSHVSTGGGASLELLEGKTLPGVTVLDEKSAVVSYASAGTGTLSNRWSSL
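Luminescent ATP detection (Kinase-Glo Plus) follows a 60-minute room-temperature incubation, with wells lacking PGK as controls. Buffer: 100 mM TEA (pH 7.6), 5 mM MgCl2, 0.01% Tween-20. Coupling enzyme GAPDH (100 nM final) supplies unstable 1,3-BPG in-well.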
GLS inhibitor: qHTS for Inhibitors of Glutaminase (GLS). Glutaminase kidney isoform, mitochondrial (Homo sapiens), O94925. GLS enzymatic activity, qHTS titration. Potency, µM (titrated, usually from 45.5 µM), inactives show top-dose activity change, negative = inhibition, hits mostly inhibitors. 0.21% of 410,000 active. AID 624170, 2012; further: on the % scale 0 is the no-effect control and ±100 the full control effect
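hKGA in 45 mM KH2PO4 (pH 8.2), 0.02% Tween-20 with compound, then 1mM L-Glutamine (stock as added) plus glutamate oxidase/HRP/Amplex red coupling mix. Fluorescence read initially and after 30 min at RT; signal change reflects glutamate formation.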
Pin1 inh: qHTS Assay to Find Inhibitors of Pin1. Peptidyl-prolyl cis-trans isomerase NIMA-interacting 1 (Homo sapiens), Q13526. Pin1 FP peptide displacement, HiFluor488, 10 min. Potency, µM (highest dose often 115 µM), for the others: at the highest dose activity, negative = inhibition, usual class: inhibitors. 0.009% of 390,000 active; active means well fitted inhibition curve with a large enough effect in the polarisation, with a control signal flat, not every such curve was filed as active; inconclusive means small, poorly fitted or top-dose-only effect, or effect the other way, or a change in a side signal; inactive means no such curve, though single readings can be large or run the other way; the % refers to the polarisation; further: on the % scale 0 is the no-effect control and ±100 the full control effect
Target sequence (Q13526 whole entry, looked up): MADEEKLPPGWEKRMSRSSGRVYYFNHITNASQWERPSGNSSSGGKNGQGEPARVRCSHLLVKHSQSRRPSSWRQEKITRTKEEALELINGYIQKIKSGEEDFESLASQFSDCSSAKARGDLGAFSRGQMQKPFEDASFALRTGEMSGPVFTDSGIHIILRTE
rTrxR1 inhibitor: qHTS Assay for Inhibitors of Mammalian Selenoprotein Thioredoxin Reductase 1 (TrxR1): qHTS | Potency, µM (doses to about 114 µM), inactives show top-dose activity change, negative = inhibition, actives largely listed as inhibitors | AID 588453, 2011 | recombinant rTrxR1, NADPH fluorescence consumption, selenite substrate | Thioredoxin reductase 1, cytoplasmic (Rattus norvegicus), O89049 | 1% of 390,000 active; further: on the % scale 0 is the no-effect control and ±100 the full control effect; nearly all actives have a fitted effect of over 65% in size
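Rat TrxR1 (90 nM in the dispensed reagent) was pre-reduced with 400 uM NADPH for 5 min at room temperature, then incubated with compound for 15 min. After 400 uM selenite was added, NADPH fluorescence (Ex 340/Em 450 nm) was followed for 8 min.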
ERG Ets-DNA blk: qHTS for Small Molecule Inhibitors of the ERG Ets/DNA interaction; Transcriptional regulator ERG (Homo sapiens), P11308; 0.028% of 370,000 active; Potency, µM (doses to about 76.9 µM), for the others: at the top dose FP activity, negative = inhibition, actives largely listed as inhibitors; AID 624246, 2012; fluorescence polarization, His-ERG Ets domain / labelled DNA; active means well fitted inhibition curve with a large enough effect in the polarisation, with a control signal flat; inconclusive means small, poorly fitted or top-dose-only effect, or effect the other way, or a change in a side signal; inactive means no such curve, though single readings can be large or run the other way; the % refers to the polarisation;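 further: polarization taken with two DNA probes labelled with fluorescein and Texas red; % of control where 0% means no effect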
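His-tagged ERG Ets domain (1 uM in the protein solution; 300mM KCl, 50mM Tris-HCl, 1mM EDTA, 1mM DTT, pH 7.5) received compound, then a probe mix of 5 nM fluorescein-DNA and 100nM Texas-615-DNA. Fluorescence polarization was read for both dyes.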
Starred values were filed as active, the others as inactive; i = inactive; ? = inconclusive; . = not tested or not shown; & = joins results of further samples; [ ] = another dose, or the depositor's remark. Unless noted, the call rests on the fitted dose curve; in most records, active means well fitted curve in the direction sought with a large enough effect; inconclusive means small, poorly fitted or top-dose-only effect, or another doubt; inactive means no such curve, though single readings can be large; an effect the other way counts as inactive or inconclusive. Potency means the concentration at half of the fitted maximal effect. Some of the compounds tested; count on the stated rates, not on these rows.

SMILES | RGS4 inhibitor | JMJD2A Tudor | 12-LOX inh | HP1b binding inh | PGK inhibitor | GLS inhibitor | Pin1 inh | rTrxR1 inhibitor | ERG Ets-DNA blk
Nc1c(C(=O)c2ccc(Cl)cc2)sc2nsc(SCCN3CCOCC3)c12 | 6.4% | 7.2% | ? | 62.9%[activator] | 10.1% | 36.9%[activator] | ? | 9.9%[57.1 µM] | -4.9%
CC(C)C(=O)N1CCN(c2nc(-c3ccccc3)c3c(c2C#N)CCCC3)CC1 | 17.8% | 26.1% | 0.0% | 97.2% | -7.5% | 5.5% | 0.0% | 108.3%[activator] | -13.4%
O=C1CC(c2ccccc2)CC(O)=C1C=NC1CCCCCC1 (stereo unspecified) | -4.4% | 2.5% | 15.5% | 18.5% | . | 2.3% | 0.7% | 12.9% | .
CC(=O)OCC(NC(=O)C(C)NC(=O)OC(C)(C)C)C1OC(n2cc(F)c(=O)[nH]c2=O)C(OC(C)=O)C1OC(C)=O (stereo unspecified) | -8.0% | -15.2% | . | 21.2% | . | . | -2.1% | 8.7% | .
Cc1c(NC(=O)c2ccc3ncccc3c2)c(=O)n(-c2ccccc2)n1C | 43.1% | 4.5% | 0.0% | -0.4% | -12.6% | 15.1% | 2.0% | 19.9% | 8.0%
COc1ccc(CNC(=O)c2ccc3c(c2)N(Cc2ccccc2)C(=O)c2ccccc2S3=O)cc1 (stereo unspecified) | -11.8% | -15.2% | 0.0% | 0.3% | -5.2% | -9.2% | -4.4% | 5.8% | -0.5%
COc1ccc(/C=N/NC(=O)Cn2nc([N+](=O)[O-])cc2C)c(OC)c1OC | 32.5% | -9.3% | 135.4%[activator] | 19.9% | -1.4% | -0.2% | 2.2% | -19.1% | 2.3%
O=C(c1ccc(-c2ccccc2)cc1)N1CCCC1 | -13.8% | -2.8% | 0.0% | 29.2% | -10.7% | 1.5% | -1.1% | 6.0% | -3.9%
Cc1cc(=O)n2c3ccccc3n(CC(O)CN3CCN(CCO)CC3)c2c1C#N (stereo unspecified) | 1.1% | -20.5% | -3.2% | 18.8% | -1.8% | 8.4% | -1.8% | 9.8% | -1.8%
Cc1cccn2c(CNCCCOc3cccnc3)c(C(=O)N3CCOCC3)nc12 | 5.3% | 3.0%[57.1 µM] | -0.6% | 24.9% | i | 5.5% | 4.6% | 7.2%[57.1 µM] | 16.5%
CCN(CC)CCOC(=O)c1cccc(Br)c1 | -11.5% | -12.1% | 10.5% | 17.5% | -2.8% | 1.1% | -2.3% | 6.4%[11.4 µM] | -2.5%
Cc1c(-c2csc(N)n2)c2ccccc2n1C | -2.5% | ? | -26.4% | -30.9% | 5.0% | 38.1%[activator] | 8.3% | -19.7% | 15.1%

Random excerpt: 2 entries already listed
SMILES | RGS4 inhibitor | JMJD2A Tudor | 12-LOX inh | HP1b binding inh | PGK inhibitor | GLS inhibitor | Pin1 inh | rTrxR1 inhibitor | ERG Ets-DNA blk
COc1ccc(CNC(=O)c2ccc3c(c2)N(Cc2ccccc2)C(=O)c2ccccc2S3=O)cc1 (stereo unspecified) | -11.8% | -15.2% | 0.0% | 0.3% | -5.2% | -9.2% | -4.4% | 5.8% | -0.5%
CC(C)C(=O)N1CCN(c2nc(-c3ccccc3)c3c(c2C#N)CCCC3)CC1 | 17.8% | 26.1% | 0.0% | 97.2% | -7.5% | 5.5% | 0.0% | 108.3%[activator] | -13.4%

Following part:
SMILES | RGS4 inhibitor | JMJD2A Tudor | 12-LOX inh | HP1b binding inh | PGK inhibitor | GLS inhibitor | Pin1 inh | rTrxR1 inhibitor | ERG Ets-DNA blk
Cn1nc(C(=O)OCC(=O)Nc2cc(Cl)ccc2C#N)c2ccccc2c1=O | -2.6% | 3.0% | ? | 46.7%[activator] | 3.9% | -3.4% | -1.8% | 12.4% | 7.3%
CCCCc1ccc(/C=C2/C(=O)ON=C2c2ccccc2)s1 | -8.2% | 22.2% | -26.2% | 48.9%[activator] | -5.7% | 5.2% | 8.3% | -6.0% | 1.6%
Cc1cc(C)c(C)c(S(=O)(=O)Nc2ccccc2C(=O)NN2CCOCC2)c1C | -15.6% | -11.0% | 16.1% | 33.6%[57 µM] | -7.6% | 41.4%[activator] | -1.8% | 2.4%[2.29 µM] | 12.9%
CC(NC(=O)c1ccccc1)C(=O)N/N=C/c1cccc([N+](=O)[O-])c1 (stereo unspecified) | 27.2% | -7.6% | 3.9% | 3.9% | -13.8% | 5.7% | 1.1% | -4.7%[57.1 µM] | -5.2%
CCCCCCCCCCSc1n[nH]c(N)n1 | -28.2% | -9.1% | -3.5% | 46.1%[activator] | -10.4% | 0.1% | -2.6% | 10.1% | 5.8%
Cc1csc(NC(=O)c2ccccc2C(=O)O)n1 | 31.6% | -7.4% | ? | 28.5% | -5.3% | . | 0.4% | -4.9% | 1.1%
Clc1ccc(-c2nc(N3CCOCC3)nc3ccccc23)cc1 | 2.7% | 4.1% | 2.3%&-28.2% | 55.2%[activator] | -1.4% | -1.0% | -5.7% | 15.4%[57.1 µM] | 13.5%
O=[N+]([O-])c1ccc(S(=O)(=O)CC(CN2CCOCC2)N2CCOCC2)cc1 (stereo unspecified) | 34.1% | -5.0% | 2.6% | 29.9% | 6.3% | 4.8% | 1.6% | 4.1% | -9.6%
CC(=O)c1ccccc1NC(=O)CCN1C(=O)C2CCCCC2C1=O (stereo unspecified) | -4.0% | -14.4% | 3.2% | 13.5% | -3.9% | 17.9% | 1.1% | -1.3%[57.1 µM] | -24.9%
C=C(C)COc1ccc(-c2n[nH]c(C)c2Oc2ccccc2OC)c(O)c1 | 21.2% | -25.6% | -18.1% | 28.2% | 7.9% | 20.8% | 2.1% | 9.0% | 1.5%
CNC(=S)N/N=C/c1cc(Br)c(OCc2ccncc2)c(OC)c1 | -3.1% | 1.5% | 174.9%[activator] | 29.7% | 5.6% | -0.4% | -0.5% | 16.4% | 0.7%
CC(C)(C)NC(=O)NC(=O)COC(=O)C1=COCCO1 | 40.4% | -11.3% | 4.5% | 15.2% | -7.4% | 7.6% | 5.1% | 1.7% | -1.3%
COc1ccccc1NC(=O)COc1cc(C)nc(C(C)C)n1 | -2.2% | -7.4% | 5.6% | 37.3%[activator] | . | -3.6% | 1.2% | 1.5% | 1.0%
CCn1c(C(=O)O)c(CC(=O)N(C)c2ccc(OC)cc2OC)c2ccccc21 | 13.4% | -24.4% | ? | 20.2% | -1.5% | -3.3% | -9.3% | 9.1% | 14.3%
O=C(NCc1ccccc1)NC1CCCCC1 | 9.1% | -4.2% | 2.3% | 12.2% | -4.0% | -10.3% | 4.1% | 11.5% | .
COc1cccc(-n2c(SCC(=O)Nc3ccc4c(c3)CCC4)nc3ccccc3c2=O)c1 | -12.9% | -10.0% | -7.7% | 11.2% | 5.5% | 18.0% | 24.9% | 52.6%[activator] | -1.2%
CCCCC(=O)N1C/C=C\C(c2ccc(OC)cc2)N(Cc2ccc(F)cc2)C(=O)[C@H]1Cc1ccccc1 (stereo partly specified) | 3.0% | -22.9% | . | 16.4% | 9.6% | 3.3% | ? | 8.5% | -1.2%
COc1ccccc1N(/N=C1\Sc2ccccc2C1=O)C(C)=O | -8.5% | ? | -22.0% | 0.2% | i | 1.5% | 9.5% | 6.5% | 0.4%
COC(=O)c1cccc(NC(=O)CCc2c(C)noc2C)c1 | -12.1% | -12.4% | 0.0% | 34.2% | 5.6% | -6.5% | 0.9% | 16.9% | -2.4%
CC(C)(CNC(=O)c1cccs1)N1CCOCC1 | 14.2% | 2.0% | 1.2% | 23.3% | -3.3% | 0.9% | 4.2% | 32.1% | 0.7%
COc1ccc(CCC(=O)OCC(=O)Nc2ccc3[nH]c(=O)[nH]c3c2)cc1 | -30.7% | -9.0% | -0.2% | 28.1% | 2.9% | -8.7% | -3.5% | 4.0%[57.1 µM] | -2.7%
Cc1ccc(Cl)cc1NC(=O)C(NS(=O)(=O)c1cccc2nsnc12)c1ccccc1 (stereo unspecified) | -8.4% | ? | -22.0% | -6.7% | i | 0.5% | 12.5% | 15.6% | -0.3%
c1ccc(C(Cc2nc(-c3ccncc3)no2)c2ccccc2)cc1 | 1.4% | 19.8% | 0.0% | 80.4%[activator] | 0.5% | 0.9% | 1.5% | -2.1% | -0.3%
O=C(O)CC1(CC(=O)Nc2ccc3ccccc3c2)CCCCC1 | 7.1% | -15.4% | -11.5% | 43.4% | -4.9% | 1.4% | -3.9% | -9.4% | 6.9%
CCOc1cc(N2CCOCC2)c(OCC)cc1NC(=O)C1CC(=O)N(c2ccccc2OCC)C1 (stereo unspecified) | 24.8% | -28.0% | ? | 28.0% | -0.4% | 21.5% | -3.7% | -3.9% | 6.2%

Compound activity as filed in PubChem.
